Bioassay records: PubChem, National Center for Advancing Translational Sciences (NCATS)
GALK inh: galactokinase (human) inhibition; P51570; Purified GALK, Kinase-Glo residual ATP luminescence; Potency, µM (titrated, usually from 57.5 µM), inactives show at the top dose activity change, negative = inhibition, actives largely listed as inhibitors; actives 0.007% (n = 270,000); AID 1868; further: potency means the concentration at half of the fitted maximal effect; on the % scale 0 is the no-effect control and ±100 the full control effect
Target sequence (P51570 whole entry, looked up): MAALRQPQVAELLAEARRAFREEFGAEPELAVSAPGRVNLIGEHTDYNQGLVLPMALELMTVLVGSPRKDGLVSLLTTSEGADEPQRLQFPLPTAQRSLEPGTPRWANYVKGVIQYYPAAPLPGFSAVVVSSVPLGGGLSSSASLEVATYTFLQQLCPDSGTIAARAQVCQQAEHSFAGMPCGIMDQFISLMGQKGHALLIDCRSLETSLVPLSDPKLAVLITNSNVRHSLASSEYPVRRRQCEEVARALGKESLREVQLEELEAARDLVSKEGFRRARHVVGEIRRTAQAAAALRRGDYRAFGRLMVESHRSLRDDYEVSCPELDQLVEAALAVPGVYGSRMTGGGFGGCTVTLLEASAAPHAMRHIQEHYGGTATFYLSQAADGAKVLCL
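The enzyme phosphorylates galactose (100 uM) using ATP (35 uM); inhibition is detected as higher residual ATP, quantified by bioluminescence after 1 h reaction at room temperature, pH 8.0.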
TSHR antagonist: human thyrotropin receptor antagonism | actives 0.2% (n = 330,000) | TSHR-expressing cells, TSH-stimulated cAMP HTRF, 2 h; hits give low values | P16473 | activity change, negative = inhibition, % at 11.5 µM;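 active means activity change below a set negative limit, meaning inhibition stronger than a set level, cut at about -70% in these data; inconclusive means activity change between two set negative limits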; further: on the % scale 0 is the no-effect control and ±100 the full control effect
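Competitive HTRF cAMP read-out (cryptate anti-cAMP antibody, cAMP-d2; 30 min, room temperature) in freshly harvested TSHR cells. Compounds added before TSH at EC80 (4nM final), followed by 2 hours' incubation at 37 deg C.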
FBPA coupling cs: inhibits coupling enzyme system, counter-screen for aldolase hits; activity change, negative = inhibition, % at 58.2 µM, hits read low; actives 0.67% (n = 290,000); coupling enzyme system counterscreen, AmpLite Red fluorescence; in the data active means activity change below about -30%; further: on the % scale 0 is the no-effect control and ±100 the full control effect
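Fluorescence at 525 nm excitation and 598 nm emission measured inhibition of the coupled detection system without aldolase. Compounds (at 57.5 uM final) were preincubated 10 min at room temperature with coupling enzyme reagent before a 20 min substrate/AmpLite Red step.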
TCR act: T cell receptor activation | AID 504894 | 330,000 tested, under 10 active | Potency, µM (titrated, usually from 9.22 µM), without a hit: at the top dose activation of IL-2 secretion, usual class: activators | primary human leukocytes, anti-CD3, IL-2 HTRF, 48 h; further: % of control where 0% means no effect
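48 hr co-incubation of compounds, a-CD3 beads and primary human leukocytes; IL-2 quantified homogeneously by HTRF with anti-IL-2 K and d2 conjugates.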
Giardia killer: Giardia lamblia killing; actives 0.15% (n = 340,000); Giardia lamblia trophozoite viability; activity change, % at 7.66 µM, hits read low; in the data active means activity change below about -80%; inconclusive means between about -30% and that limit;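 further: parasites exposed to compound for two days anaerobically before the ATP read; on the % scale 0 is the no-effect control and ±100 the full control effect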
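Killing of trophozoites was scored by loss of ATP luminescence after a 48 hrs anaerobic exposure to compounds at 37 deg C, using 100 cells per well.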
MLL CXXC-DNA inh: MLL CXXC-DNA interaction inhibition | MLL-CXXC / FITC-HOXA9 DNA fluorescence polarization | actives 0.037% (n = 290,000) | Potency, µM (titrated, usually from 115 µM), for the others: at the highest dose activity change, negative = inhibition, actives largely listed as inhibitors | Q03164; active means well fitted inhibition curve with a large enough effect in the polarisation, with a control signal flat, not every such curve was filed as active; inconclusive means small, poorly fitted or top-dose-only effect, or effect the other way, or a change in a side signal; inactive means no such curve, though single readings can be large or run the other way; the % refers to the polarisation; further: potency means the concentration at half of the fitted maximal effect
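Steps: dispense CXXC domain solution (7 uM) → pin compounds or unlabeled HOX-A9 DNA control → 5 min ambient → add FLSN-HOX-A9 solution (50 nM) → spin → 30 min ambient → fluorescence polarization. Tris pH 7.5/NaCl/DTT/BSA buffer.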
KCNH2 WT inh: KCNH2 (human, wildtype) channel inhibition | Q12809 | U2OS, BacMam KCNH2, thallium flux FluxOr; hits give low values | activity change, % at 1.84 µM | actives 0.37% (n = 340,000);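 active means maximum activity change below -70%; inconclusive means maximum activity change between -70% and -50%; inactive means maximum activity change above -50%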; further: on the % scale 0 is the no-effect control and ±100 the full control effect
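U2OS cells were transduced with wild-type KCNH2 virus (2.03 x 10^8 / mL) for 4 h at room temperature, then cultured overnight at 37 C. Thallium flux was read with FluxOr dye. Rate constants were normalized to DMSO controls.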
Chronic BCR inh: chronic active BCR signaling inhibition; ABC-DLBCL IkBa-CBG/CBR reporter, luminescence ratio, 4 h; Potency, µM (top dose mostly 46.1 µM), for the others: at the top dose ratio change, negative = lower green/red ratio, hits mostly inhibitors; actives 0.05% (n = 340,000); active means well fitted inhibition curve with a large enough effect in the signal ratio, with a control signal flat, not every such curve was filed as active; inconclusive means small, poorly fitted or top-dose-only effect, or effect the other way, or a change in a side signal; the % refers to the signal ratio;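 further: potency means the concentration at half of the fitted maximal effect; plate controls were basal doxycycline-induced cells for no effect and cells given 10 µM MG132 for full effect; MG132 reads +100%, hits lower the ratio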
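Doxycycline induced both beetle luciferases in TMD8 lymphoma cells; IKK-driven degradation limits the IkappaBalpha-fused green signal, while red luminescence normalises for cell number and nonspecific effects. Compounds tested up to 46 uM, 4 hrs.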
Tb PFK inh: T. brucei PFK enzyme inhibition; Potency, µM (top dose mostly 57.5 µM), without a hit: at the top dose activity, negative = inhibition, usual class: inhibitors; T. brucei PFK, ADP-Glo luminescence; O15648; actives 0.17% (n = 330,000); AID 485367;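 further: potency means the concentration at half of the fitted maximal effect; 0% = uninhibited 1x PFK enzyme wells and -100% = no-enzyme wells; nearly all actives have a fitted effect of over 60% in size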
Target sequence (O15648 whole entry, looked up): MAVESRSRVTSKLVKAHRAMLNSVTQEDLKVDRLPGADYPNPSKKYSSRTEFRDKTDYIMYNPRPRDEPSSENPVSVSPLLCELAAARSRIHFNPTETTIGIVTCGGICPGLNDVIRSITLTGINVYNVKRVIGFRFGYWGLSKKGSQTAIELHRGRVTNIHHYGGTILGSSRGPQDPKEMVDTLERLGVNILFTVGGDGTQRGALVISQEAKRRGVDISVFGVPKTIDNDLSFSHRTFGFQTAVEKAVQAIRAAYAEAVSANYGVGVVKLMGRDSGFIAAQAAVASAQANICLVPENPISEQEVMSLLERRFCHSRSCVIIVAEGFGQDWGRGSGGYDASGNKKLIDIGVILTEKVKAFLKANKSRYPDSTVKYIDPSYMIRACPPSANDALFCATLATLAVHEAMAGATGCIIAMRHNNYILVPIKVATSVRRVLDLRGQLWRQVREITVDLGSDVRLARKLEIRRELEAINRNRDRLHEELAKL
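Compounds were pin-transferred as a titration series up to 57 uM into substrate buffer (0.5 mM F6P, 0.1 mM ATP, pH 8.0), then 1.25 nM PFK was added and reactions ran 45 min before ADP-Glo detection.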
AT treatment: potential ataxia-telangiectasia treatments restoring KAP-1 phosphorylation; […] A-T fibroblasts, KAP-1 phosphorylation AlphaLISA; neocarzinostatin DNA damage 30 min before lysis; Potency, µM (titrated, usually from 57.5 µM), inactives show at the top dose activation, most hits filed as activators; actives 0.19% (n = 320,000); further: potency means the concentration at half of the fitted maximal effect; % of control where 0% means no effect; nearly all actives have a fitted effect of over 45% in size
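ATM-like activity read as KAP-1 phosphorylation via AlphaLISA donor/acceptor antibody pairs after lysis and 6 hr at 25C. Cells were ATM-null patient fibroblasts ([…], hTERT), dosed 60 min, then exposed to the DSB inducer NCS for 30 min.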
Numbers without * were called inactive; ? = inconclusive; . = no result given; [ ] = remark or other dose. Unless noted, the call rests on the fitted dose curve; in most records, active means well fitted curve in the direction sought with a large enough effect; inconclusive means small, poorly fitted or top-dose-only effect, or another doubt; inactive means no such curve, though single readings can be large; an effect the other way counts as inactive or inconclusive.

1: COc1cccc(CN(C)C(=O)CSCC(=O)Nc2cccc(C)c2)c1OC
2: CCOC(=O)C1CCN(C(=O)Cc2ccccc2OC)CC1
3: COc1ccc(NS(=O)(=O)c2ccc(C)c(C(=O)N3CC(C)OC(C)C3)c2)cc1 (stereo not drawn)
4: Cc1cc(NC(=O)c2ccc(C)s2)n(-c2ccccc2)n1
5: COCCN(C(=O)COC(=O)CCOc1ccccc1)c1c(N)n(Cc2ccccc2)c(=O)[nH]c1=O
6: C#CCN(C)CC/C=C1\c2ccccc2CSc2ccccc21
7: CCCn1nc(C(=O)Oc2ccc3c(C)cc(=O)oc3c2)c2ccccc2c1=O
8: Cc1cccc(NC(=O)C2C3C=CC4(O3)C2C(=O)N(CCCN2CCCC2)C4C(=O)NC2CCCC(C)C2C)c1 (stereo not drawn)
9: CCOC(=O)CC(=O)CSc1nc2c(sc(=S)n2-c2ccccc2)c(=O)[nH]1
10: O=C(C[n+]1cccc(/C=N/O)c1)N1CCCCCC1
Screen / compound no.	1	2	3	4	5	6	7	8	9	10
KCNH2 WT inh	5	-5	-3	0	-5	14	2	9	-23	-33
Giardia killer	?	-1	69[activator]	4	-10	-6	-19	11	-4	-15
TCR act	5%	-3%	-5%	.	6%	8%[46.1 µM]	0%[46.1 µM]	-4%	7%	3%
FBPA coupling cs	.	2	.	3	.	3	3	1	2	-3
Tb PFK inh	-3%	1%	10%	-2%	2%	2%	0%	0%	0%	-1%
TSHR antagonist	-6	1	.	-3	4	4	10	6	-17	-7
MLL CXXC-DNA inh	.	6%	.	18%	.	-9%	6%	22%	23%	5%
AT treatment	-8%	1%	-1%	2%	0%	.	12%	-1%	-9%	-1%
GALK inh	.	-1%	.	1%	.	0%	2%	-2%	-3%	0%
Chronic BCR inh	?	-12%	2%	1%	10%	?	0%	11%	13%	0%

Pulled by compound from the entries so far, 2 records:
8: Cc1cccc(NC(=O)C2C3C=CC4(O3)C2C(=O)N(CCCN2CCCC2)C4C(=O)NC2CCCC(C)C2C)c1 (stereo not drawn)
1: COc1cccc(CN(C)C(=O)CSCC(=O)Nc2cccc(C)c2)c1OC
Screen / compound no.	8	1
KCNH2 WT inh	9	5
Giardia killer	11	?
TCR act	-4%	5%
FBPA coupling cs	1	.
Tb PFK inh	0%	-3%
TSHR antagonist	6	-6
MLL CXXC-DNA inh	22%	.
AT treatment	-1%	-8%
GALK inh	-2%	.
Chronic BCR inh	11%	?

(cont.)
11: Cc1sc2nc(SCc3nc(-c4ccccc4)no3)n(-c3ccccc3)c(=O)c2c1C
12: Cc1nn(-c2ccccc2)c(C)c1NS(=O)(=O)c1ccccc1
13: CC1CN(c2ccc([N+](=O)[O-])nc2)CC(C)O1 (stereo not drawn)
14: Cc1cc(C)c(S(=O)(=O)Nc2ccc3c(c2)CCC3)c(C)c1
15: Cc1ccc(-c2nnc(N3CCCCCC3)c3ccccc23)cc1
16: CCCc1cc(=O)oc2cc(C)cc(OC(=O)c3ccco3)c12
17: Cc1cc(C)c(C2=CC(=O)C[C@H](c3ccc4c(c3)OCO4)C2)c(C)c1
18: CC1CC(NC(=O)CC#N)CC(C)(C)C1 (stereo not drawn)
19: COc1ccc(Cl)cc1NC(=O)CSc1nc(N2CCCCC2)nc(N2CCCCC2)n1
20: CCOC(=O)N1CCC(NC(=O)CSCc2nc(-c3ccc(C)cc3)oc2C)CC1
Screen / compound no.	11	12	13	14	15	16	17	18	19	20
KCNH2 WT inh	-8	27	14	-6	4	-8	-2	-1	-2	2
Giardia killer	-1	2	-6	-23	1	1	17	-13	14	?
TCR act	-14%	-22%	2%	-4%[46.1 µM]	16%	-2%	-7%	-56%	-3%	5%
FBPA coupling cs	-1	-6	-1	3	1	-6	.	2	-2	.
Tb PFK inh	1%	0%	-1%	2%	2%	-8%	5%	-8%	-3%	-3%
TSHR antagonist	4	-5	6	10	-15	0	-5	3	11	-12
MLL CXXC-DNA inh	-3%	-1%	-2%	1%	-7%	63%[activator]	.	-9%	13%	-6%
AT treatment	3%	1%	3%	.	-6%	0%	5%	11%	1%	-6%
GALK inh	0%	-3%	0%	-2%	-1%	-2%	.	1%	0%	-3%
Chronic BCR inh	0%	-3%	11%	?	9%	?	28%	-1%	2%	2%

21: COCCN(CCOC)c1ncnc2c1cnn2-c1ccccc1
22: COc1ccc(-c2ccc3oc(-c4ccsc4)cc(=O)c3c2)cn1
23: Cc1ccccc1NC(=S)NCc1ccccc1
24: CC(=O)N1CCc2c(sc3c2c(=O)n(-c2ccccc2)c(=O)n3Cc2ccccc2Cl)C1
25: CCCCC[C@@H](O)c1cc2ccccc2c(=O)o1
26: CC1=C(C(=O)Nc2ccccc2Cl)C(c2ccc(N(C)C)cc2)NC(=O)N1 (stereo not drawn)
27: O=C(NC1CCN(Cc2ccc(Cl)cc2Cl)CC1)c1ccccc1
28: Cc1cccc(Cl)c1NNC(=O)Nc1c([N+](=O)[O-])c(C)nn1C
29: Cc1ccc(S(=O)(=O)NN2C(=O)c3ccccc3NC2c2cccc(O)c2)cc1 (stereo not drawn)
30: CCCn1c(N)c(N2CCCCC2)c(=O)n(CC(=O)Nc2ccccc2)c1=O
Screen / compound no.	21	22	23	24	25	26	27	28	29	30
KCNH2 WT inh	1	5	-12	-4	-11	-2	-2	-4	-18	-8
Giardia killer	?	?	1	1	-8	-6	-4	-7	-13	-5
TCR act	-6%	17%	-1%[46.1 µM]	2%[46.1 µM]	5%	0%	-9%	2%	2%	-2%
FBPA coupling cs	3	.	2	3	.	1	-6	2	-1	0
Tb PFK inh	17%	-3%	-1%	-5%	2%	-4%[0.46 µM]	-1%	4%	-4%	-7%
TSHR antagonist	0	9	10	-12	11	27	-6	1	-2	2
MLL CXXC-DNA inh	-4%	.	7%	-1%	.	25%	0%	8%	11%	2%
AT treatment	0%	-8%	2%	6%	1%	-2%	-2%	-12%	5%	-5%
GALK inh	1%	.	3%	1%	.	1%	6%	.	-3%	2%
Chronic BCR inh	6%	?	2%	-4%	0%	0%	-5%	0%	5%	?

31: Cc1nn(CC(=O)Nc2ccc(C(=O)N(C)C)cc2)c(=O)c2ccccc12
32: CCN1/C(=C/c2ccc3cc(C)ccc3[n+]2CC)Sc2cc(C)c(C)cc21
33: CCC(=S)/C=C1\Sc2ccc3ccccc3c2N1CCCS(=O)(=O)O
34: Clc1cccc(-c2ccc(C3Nc4cccc5cccc(c45)N3)o2)c1
35: CCOC(=O)C1=C(CSc2nc(-c3ccccc3)ccc2C#N)OC(N)=C(C#N)C1c1ccccc1 (stereo not drawn)
36: CC(C(=O)N1CCN(c2ccccc2)CC1)c1ccc([N+](=O)[O-])cc1 (stereo not drawn)
37: COc1ccc(NC(=O)CN2CCN(c3ccccc3F)CC2)cc1
38: COC(=O)/C=C1/SC(=NC(=O)c2ccc(F)cc2)NC1=O
39: O=[N+]([O-])c1cccc(Oc2cnccn2)c1
40: CCC(=O)N1CCc2cc(S(=O)(=O)N(C)c3ccc(Br)cc3)ccc21
41: COc1cc2c(cc1OC)[C@@H](NC(=O)c1ccc(C(F)(F)F)cc1)[C@H](OCc1ccccc1)C2
42: COc1ccc(CCNC(=O)COc2ccc(C)nc2[N+](=O)[O-])cc1
43: O=C(O)c1nn(CCOc2cccc(Cl)c2)c(=O)c2ccccc12
Screen / compound no.	31	32	33	34	35	36	37	38	39	40	41	42	43
KCNH2 WT inh	8	-3	.	.	-5	2	-29	7	-2	0	-6	-5	23
Giardia killer	4	17	.	0	2	49[activator]	-13	-1	-23	-22	-27	?	-1
TCR act	6%	4%	.	9%	-6%	2%	8%	1%	2%	-6%	5%[46.1 µM]	4%	0%
FBPA coupling cs	4	1	-2	.	-7	2	6	-1	-2	-2	.	-3	-10
Tb PFK inh	0%	2%	-4%	1%	1%	-6%	-1%	3%	1%	-11%	-4%	-1%	-12%
TSHR antagonist	6	-27	7	4	-4	-3	6	-12	-2	-6	0	7	-7
MLL CXXC-DNA inh	1%	?	-14%	.	40%[activator]	-5%	2%	-23%	-3%	16%	.	-1%	-2%
AT treatment	5%	0%	-4%	-3%	.	1%	.	5%	1%	1%	9%	0%	3%
GALK inh	-2%	-1%	3%	.	3%	4%	0%	-14%	0%	0%	.	10%	-1%
Chronic BCR inh	3%	-6%	9%	-9%	11%	-5%	-5%	-7%	0%	2%	-1%	0%	-3%

2 of the compounds above, with values under each structure.
Values run as follows: KCNH2 WT inh | Giardia killer | TCR act | FBPA coupling cs | Tb PFK inh | TSHR antagonist | MLL CXXC-DNA inh | AT treatment | GALK inh | Chronic BCR inh
39	O=[N+]([O-])c1cccc(Oc2cnccn2)c1
    -2 | -23 | 2% | -2 | 1% | -2 | -3% | 1% | 0% | 0%
40	CCC(=O)N1CCc2cc(S(=O)(=O)N(C)c3ccc(Br)cc3)ccc21
    0 | -22 | -6% | -2 | -11% | -6 | 16% | 1% | 0% | 2%

Compounds as they come. Share with any hit: about 1.6%.
